Source: PubChem (National Center for Advancing Translational Sciences (NCATS))
KB-3-1 cytotox: kills parental KB-3-1 adenocarcinoma cells. KB-3-1 viability, CellTiter-Glo ATP luminescence, 72 h. Potency, µM (top dose mostly 46.1 µM), inactives show top-dose activity change, negative = cytotoxic, usual class: cytotoxic. 400,000 tested, 1.4% active; further: potency means the concentration at half of the fitted maximal effect; on the % scale 0 is the no-effect control and ±100 the full control effect; nearly all actives have a fitted effect of over 60% in size
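72 h, 37 °C compound treatment of KB-3-1 parental cells; CellTiter-Glo added, 10 min, luminescence read. Data corrected against DMSO-only plates and normalized before curve fitting.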
HT1080-NT tox: kills 2HG-producing HT-1080-NT fibrosarcoma cells. HT-1080-NT fibrosarcoma viability, CellTiter-Glo ATP luminescence, 48 h. Potency, µM (series often up to 46.1 µM), for inactives: top-dose activity, negative = less viability, hits mostly cytotoxic. 360,000 tested, 1.6% active;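 further: NT is the 2HG producing partner of a matched IDH1 knockdown line; potency means the concentration at half of the fitted maximal effect; 0% = DMSO-treated cells and -100% = media-only wells without cells; nearly all actives have a fitted effect of over 55% in size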
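HT-1080-NT fibrosarcoma cells (2HG-overproducing), 750 cells/well in RPMI with 5% FBS, dosed after 2 h and incubated 48 h at 37C. CellTiter-Glo luminescence normalized to DMSO and no-cell wells; concentration-response curves fitted and classed.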
MCF10A rereplic: inducers of DNA re-replication in MCF 10A breast cells. AID 624296. 350,000 tested, 2.9% active. Potency, µM (titrated, usually from 46.1 µM), without a hit: top-dose activity, positive = re-replication, actives largely listed as activators. MCF 10A DNA re-replication, Hoechst nuclear intensity, 48 h; further: potency means the concentration at half of the fitted maximal effect; % of control where 0% means no effect; nearly all actives have a fitted effect of over 50% in size
KB-V1 cytotox: kills drug-selected multidrug resistant KB-V1 cells; AID 1347076; Potency, µM (series often up to 46.1 µM), for the others: at the top dose activity change, negative = cytotoxicity, most hits filed as cytotoxic; 400,000 tested, 3.4% active; KB-V1 MDR cells viability, CellTiter-Glo, 72 h; further: potency means the concentration at half of the fitted maximal effect; on the % scale 0 is the no-effect control and ±100 the full control effect; nearly all actives have a fitted effect of over 60% in size
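Cytotoxicity toward P-gp-expressing KB-V1 cells was determined as loss of CellTiter-Glo luminescence after 72 h at 37 degrees C. Compounds were tested in quantitative HTS format across a concentration range, with curves fitted to normalized data.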
IL1B secr inh: blocks inflammasome-driven IL-1 beta release. THP-1 LPS/ATP IL-1B secretion, AlphaLISA, 16 h; stronger effect = lower value. activity change, % at 57.5 µM. 360,000 tested, 4.7% active; in the data active means activity change below about -50%; inconclusive means mostly about -30% to -49%; further: on the % scale 0 is the no-effect control and ±100 the full control effect
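THP-1 cells pretreated 1 hr with compounds (up to 57.5 uM final), then stimulated with LPS (250 ng/mL final) plus ATP (1.25 mM final); secreted IL-1B measured by AlphaLISA after 16 hr, decreased signal indicating inhibition.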
D3 ag: agonists of human D3 dopamine receptor | D3R DiscoveRx beta-arrestin cells, luminescence, 90 min | max activation, % | 410,000 tested, 0.58% active; in the data active means max activation above about 30%; further: 0% is about no effect; mostly tested at two doses, the higher about 12 µM
Target sequence (P35462 whole entry, looked up): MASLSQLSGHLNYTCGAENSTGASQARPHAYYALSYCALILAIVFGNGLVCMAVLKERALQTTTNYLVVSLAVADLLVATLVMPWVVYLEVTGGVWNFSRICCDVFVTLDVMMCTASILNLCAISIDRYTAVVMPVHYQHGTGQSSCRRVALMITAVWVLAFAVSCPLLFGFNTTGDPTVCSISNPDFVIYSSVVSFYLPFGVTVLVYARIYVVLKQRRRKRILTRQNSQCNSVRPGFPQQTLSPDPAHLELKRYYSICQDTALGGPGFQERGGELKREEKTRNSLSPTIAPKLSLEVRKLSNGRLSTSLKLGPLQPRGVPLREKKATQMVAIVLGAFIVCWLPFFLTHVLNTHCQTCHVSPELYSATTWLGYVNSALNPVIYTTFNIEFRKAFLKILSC
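Cells at 1500/well, incubated overnight, then treated with pinned compounds (dopamine as control) for 90 min at 37 degrees C. DiscoveRx reagent added for 30 - 60 minutes at room temperature; luminescence read.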
HEK293 tox: cytotoxicity in counter-screen for GLP-1R inverse agonists. HEK293 cAMP-luciferase reporter cells, luminescence, 24 h. Potency, µM (titrated, usually from 38.3 µM), inactives show top-dose activity change, negative = inhibition, actives largely listed as inhibitors. 410,000 tested, 0.13% active. AID 624418;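 further: loss of luciferase light is scored as toxicity; potency means the concentration at half of the fitted maximal effect; on the % scale 0 is the no-effect control and ±100 the full control effect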
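Quantitative HTS format, 1536 wells, 200 cells/uL seeded. Compounds: 23 nL, 24 h, 37 °C. Detection: luciferase reagent, luminescence at 12 min RT; decreased signal taken as cytotoxic.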
HT1080 IDH1KD tx: HT-1080 IDH1 knockdown cell toxicity (counter line). 360,000 tested, 2% active. AID 686971. Potency, µM (series often up to 46.1 µM), for inactives: top-dose activity, negative = toxicity, actives largely listed as cytotoxic. HT-1080 IDH1 knockdown viability, ATP luminescence, 48 h;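 further: potency means the concentration at half of the fitted maximal effect; 0% = DMSO wells and -100% = cell-free medium wells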
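HT-1080-IDH1KD cells (IDH1 knocked down), 750/well in RPMI with 5% FBS, treated with compound 48 h at 37 degrees C. Viability by CellTiter-Glo luminescence, normalised to DMSO and no-cell wells; concentration-response curves classed.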
SW480 rereplic: DNA re-replication induction in SW480 cells | SW480 DNA re-replication, Hoechst DNA content imaging, 48 h | Potency, µM (doses to about 46.1 µM), for inactives: top-dose re-replication activation, hits mostly activators | 340,000 tested, 1.8% active; further: potency means the concentration at half of the fitted maximal effect; % of control where 0% means no effect; nearly all actives have a fitted effect of over 55% in size
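Image-based read-out: total Hoechst fluorescence of nuclei (405 nm excitation, 500-530 nm emission), with hits raising the fraction of high-intensity nuclei. SW480 colon cells incubated 48 hr with compounds at 37 C.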
Active calls of the source: *; i = inactive; ? = inconclusive; . = no result given; & = joins results of further samples; [ ] = dose if it differs, or a comment. Unless noted, the call rests on the fitted dose curve; in most records, active means well fitted curve in the direction sought with a large enough effect; inconclusive means small, poorly fitted or top-dose-only effect, or another doubt; inactive means no such curve, though single readings can be large; an effect the other way counts as inactive or inconclusive.

cpd	molecule	KB-3-1 cytotox	HEK293 tox	IL1B secr inh	HT1080 IDH1KD tx	D3 ag	SW480 rereplic	MCF10A rereplic	HT1080-NT tox	KB-V1 cytotox
1	C[C@H](CO)N1C[C@H](C)[C@@H](CN(C)C(=O)Nc2ccc(C(F)(F)F)cc2)Oc2ccc(NC(=O)Cc3ccccc3)cc2C1=O	-1%	-10%	-22	-2%	0	1%	-1%	-1%	-5%
2	O=C1CN(C(=O)COC(=O)c2cccc(S(=O)(=O)NCc3ccccc3)c2)c2ccccc2N1	2%	-7%	-5	4%	-2	1%	1%	2%	16%
3	COc1ccc(OC)c(S(=O)(=O)Nc2cccc(-c3ccc(N4CCCCC4)nn3)c2)c1	10%	27%	.	.	9	.	.	.	0%
4	COC(=O)c1ccc(CN2C(=O)C(C)N(C(=O)c3c(F)cccc3F)c3ccccc32)cc1 (stereo not drawn)	-18%	-12%	11	4%	0	-6%	24%	-1%	0%
5	CCN(CC)C(=O)Oc1ccc2c(=O)c(-c3ccccc3)coc2c1	-4%	-18%	-54*	-3%	-8	6%	-15%	-19%	21µM*
6	Cc1cc(=O)n2nc(N3CCCC3C(=O)NCCCN3CCCCC3)sc2n1 (stereo not drawn)	0%	0%	1	0%	-12	-1%	-8%	7%	13%
7	COc1cc(C(=O)ONC(=O)c2ccc(OC(F)F)cc2)cc(OC)c1OC	?	-30%	-67*	?	23	1%	-2%	-4%	?
8	CC(C)c1ccc(NC(=O)c2ccc(Br)o2)cc1	-5%	-4%	-12	-20%	-15	4%	27%	-22%	-17%
9	NC(=O)c1ccc(NC(=O)COC(=O)c2ccc3c(c2)OCO3)cc1	-4%	5%	-13	-4%	-2	-2%	-6%	2%	-9%
10	CCn1ccnc1CN(C)Cc1cn(-c2ccc(C)cc2)nc1-c1ccc(F)cc1	-16%	-6%	-14	-7%	-10	-5%	3%	-11%	-25%
11	Cc1cccc(N(C(=O)c2snc(C(N)=O)c2N)C(C(=O)NCC2CCCO2)c2c[nH]c3ccccc23)c1 (stereo not drawn)	15%	-13%	?	-10%	-1	-9%	24%	-9%	13%
12	O=C(NC(=S)N1CCCc2ccccc21)c1ccco1	-3%	-16%	32	-11%	-8	-9%	3%	-23%	-5%
13	CNc1cncc(-c2cc(OC)ccc2OC)n1	0%	4%	-15	-1%	-6	.	.	-9%	-1%
14	COc1ccc(C2CC(c3ccccc3)Nc3ncnn32)cc1 (stereo not drawn)	-7%	-6%	28	-2%	-5	-3%	-4%	-1%	1%
15	COc1cccc(C(c2nnnn2Cc2ccccc2)N2CCN(C(=O)c3ccco3)CC2)c1OC (stereo not drawn)	0%	-20%	-12	-14%	-1	3%	6%	-11%	-27%
16	COc1ccc(-c2cc3cc(C(=O)O)ccn3c2C(=O)c2ccccc2)cc1	1%	-16%	1	-5%	-7	11%	48%	-5%	0%
17	CCS(=O)(=O)N1CCN(C(=O)CC(C)C)CC1	0%	8%	0	-24%	5	-4%	7%	-5%	0%
18	COc1cc(NC(=O)COC(=O)c2cc(S(=O)(=O)N3CCCCC3)ccc2Cl)c(C)cc1[N+](=O)[O-]	7%	1%	5	-1%	9	5%	4%	-3%	?
19	COc1ccc(NC(=O)CN(C)S(=O)(=O)c2ccccc2)cc1OC	2%	3%	22	-1%	17	-5%	14%	5%	-1%
20	NNC(=O)CNC(c1ccccc1)c1cc(Br)ccc1NC(=O)c1ccccc1Br (stereo not drawn)	-12%	3%	-24	-6%	-9	16%	5%	-15%	-2%
21	CC(NC(=O)COC(=O)CCc1nc2ccccc2c(=O)[nH]1)c1ccccc1 (stereo not drawn)	11%	1%[0.307 µM]	20	13%	2	-5%	-2%	21%	2%
22	O=C(c1ccc(-c2ccccc2)c(F)c1)C1CCCN(CCCn2cccn2)C1 (stereo not drawn)	0%	?	?	-11%	-15	4%	?	-7%	-7%
23	C[C@@]12C(=O)Nc3ccc(F)cc3C(=O)N1[C@H]1c3cc(Br)ccc3OC[C@@H]1[C@@H]2c1ccccc1	?	14%	-8	?	-15	?	?	?	?
24	Cc1ccc2cc(COC(=O)c3ccco3)c(=O)[nH]c2c1	-2%	-1%	24	5%	-9	2%	3%	1%	-18%
25	CCCS(=O)(=O)N1CCCC(C(=O)NCCc2ccc(OC)c(OC)c2)C1 (stereo not drawn)	-2%	-6%	3	10%	5	0%	3%	10%	23%
26	Cc1ccc(CSc2nnc([C@@H](N)C(C)C)o2)cc1	2%	-7%	.	.	-12	.	.	.	-18%
27	Cc1cc(Cl)ccc1NC(=O)C1CCN(S(=O)(=O)c2ccc3[nH]c(=O)ccc3c2)CC1	-4%	-19%	.	.	1	.	.	.	-15%
28	CCc1ccc(NC(=O)CC2C(=O)N(c3ccc(C)cc3)C(=O)N2CCc2ccncc2)cc1 (stereo not drawn)	8%&-6%	-12%&-10%	-3	-14%	6&-25	2%	-1%	-21%	7%&-3%
29	O=C(CN1CCN(S(=O)(=O)/C=C/c2ccccc2)CC1)Nc1ccccc1N1CCOCC1	-7%	4%	?	4%	10	-23%	-5%	11%	1%
30	O=C1OC(Oc2ccccc2)(c2ccccc2)c2ccccc21 (stereo not drawn)	?	7%	-19	-19%	-4	14%	4%	3%	?

A draw from above in order of heavy-atom count, ascending:
cpd	molecule	KB-3-1 cytotox	HEK293 tox	IL1B secr inh	HT1080 IDH1KD tx	D3 ag	SW480 rereplic	MCF10A rereplic	HT1080-NT tox	KB-V1 cytotox
8	CC(C)c1ccc(NC(=O)c2ccc(Br)o2)cc1	-5%	-4%	-12	-20%	-15	4%	27%	-22%	-17%
24	Cc1ccc2cc(COC(=O)c3ccco3)c(=O)[nH]c2c1	-2%	-1%	24	5%	-9	2%	3%	1%	-18%
21	CC(NC(=O)COC(=O)CCc1nc2ccccc2c(=O)[nH]1)c1ccccc1 (stereo not drawn)	11%	1%[0.307 µM]	20	13%	2	-5%	-2%	21%	2%

The list continues.
cpd	molecule	KB-3-1 cytotox	HEK293 tox	IL1B secr inh	HT1080 IDH1KD tx	D3 ag	SW480 rereplic	MCF10A rereplic	HT1080-NT tox	KB-V1 cytotox
31	Cc1cc(C)c[n+](CC(=O)c2ccc(C)c([N+](=O)[O-])c2)c1	9%	-8%	-13	-2%	2	-22%	?	-12%	-1%
32	COc1ccc(NC(=O)c2c(NC(=O)c3cccc(C)c3)sc3c2CCC3)cc1	8%	-4%	.	.	2	.	.	.	6%
33	COc1ccc([N+](=O)[O-])cc1NC(=O)c1cc(C)c(C)o1	1%	6%	16	3%	1	3%	-1%	7%	1%
34	COc1ccc(OC)c(-c2oc3ccccc3c(=O)c2O)c1	0%	66%[activator]	-6	?	0	?	0%	?	-25%
35	COc1cccc(NC(=O)CN2C(=O)COc3ccc(S(=O)(=O)N4CCOCC4)cc32)c1	2%	4%&2%	-10	14%	-15&5	24%	-5%	2%	-27%
36	COCCCn1nnnc1SCC(=O)N1CCCC1	5%	-18%	20	13%	-1	-2%	1%	5%	2%
37	CCC(C)[C@H](NC(=O)NC1CCCc2ccccc21)C(=O)OC (stereo partly drawn)	-2%	7%	6	-11%	-24	-7%	2%	-8%	0%
38	Nc1ccc(C(=O)N/N=C/c2cn(Cc3cccc(F)c3)c3ccccc23)cc1	-9%	4%	i	-26%	7	-9%	14%	-5%	?
39	O/N=C(\COc1ccccc1O)c1ccccc1	16%	-13%	-12	-10%	1	2%	26%	1%	23%
40	CC(C)=C(C)c1cc2nc(NCCCN(C)C)n(C)c(=O)c2s1	0%	5%	-26	?	-2	.	.	-26%	-3%
41	CN=C(Nc1ccc(Br)cc1)SC1CC(=O)N(c2ccc(OC)cc2)C1=O (stereo not drawn)	-11%	9%	-9	?	-11	1%	2%	-2%	-20%
42	O=C(c1ccc2c(=O)n(-c3ccccc3)c(=O)[nH]c2c1)N1CCCCC1	-15%	1%	-13	7%	11	-8%	?	0%	?
43	Cc1ccc(S(=O)(=O)N2CCN(C(=O)Cc3ccccc3)CC2)cc1	4%	0%	-9	-7%	1	-19%	0%	3%	0%
44	C#CCOCCOCCOCCNc1nc(N2CCN(C(=O)C([C@@H](C)O)n3cc([C@@H](N)CCCCN)nn3)CC2)nc(N2CCN(C(=O)[C@H](CC(N)=O)n3cc([C@@H](N)C(C)C)nn3)CC2)n1 (stereo partly drawn)	0%	-2%	85	11%	9	-2%	1%	7%	0%
45	O=C(Nc1ccc(F)c(Cl)c1)c1cc(C2CCCN(S(=O)(=O)c3cccc4cccnc34)C2)on1 (stereo not drawn)	-2%	-7%	3	-19%	14	.	.	-11%	-3%
46	CN(Cc1cccs1)C(=O)C1CC(=O)N(Cc2ccccc2)C1 (stereo not drawn)	8%	8%	7	1%	4	-9%	6%	3%	-26%

Of the compounds above, 2 have an aryl thioether with sulfur outside any ring:
cpd	molecule	KB-3-1 cytotox	HEK293 tox	IL1B secr inh	HT1080 IDH1KD tx	D3 ag	SW480 rereplic	MCF10A rereplic	HT1080-NT tox	KB-V1 cytotox
26	Cc1ccc(CSc2nnc([C@@H](N)C(C)C)o2)cc1	2%	-7%	.	.	-12	.	.	.	-18%
36	COCCCn1nnnc1SCC(=O)N1CCCC1	5%	-18%	20	13%	-1	-2%	1%	5%	2%
